SMN2 splice enh = increases expression of the SMN2 splice variant; HEK293 SMN2-luciferase splicing reporter, luminescence, 30-36 h; Potency, µM (doses to about 46.1 µM), for the others: at the highest dose activity change, positive = activation, usual class: activators; actives 2.8% (n = 210,000); note: % of control where 0% means no effect; nearly all actives have a fitted effect of over 55% in size
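HEK293 cells carry an SMN2 […]–luciferase reporter in which exon 7 inclusion puts luciferase in frame. Cells were plated 10-12 h before compound addition, then incubated 30-36 h at 37C. ONE-Glo luminescence was read; sodium butyrate at 4.5 mM final served as control.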
KDM4E inh = inhibitors of human JMJD2E histone demethylase; JMJD2E catalytic domain, FDH-coupled NADH fluorescence (FDH is formaldehyde dehydrogenase); Potency, µM (titrated, usually from 57.1 µM), for the others: at the top dose activity change, negative = inhibition, most hits filed as inhibitors; actives 1.6% (n = 230,000); active = well fitted inhibition curve with a large enough effect, not every such curve was filed as active; inconclusive = small, poorly fitted or top-dose-only effect, or another doubt; inactive = no such curve, though single readings can be large or run the other way;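 note: 0% = wells with enzyme and -100% = buffer wells without enzyme; nearly all actives have a fitted effect of over 50% in size; many of its hits are not listed in these tables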
Target sequence (B2RXH2 1-337 limits assumed): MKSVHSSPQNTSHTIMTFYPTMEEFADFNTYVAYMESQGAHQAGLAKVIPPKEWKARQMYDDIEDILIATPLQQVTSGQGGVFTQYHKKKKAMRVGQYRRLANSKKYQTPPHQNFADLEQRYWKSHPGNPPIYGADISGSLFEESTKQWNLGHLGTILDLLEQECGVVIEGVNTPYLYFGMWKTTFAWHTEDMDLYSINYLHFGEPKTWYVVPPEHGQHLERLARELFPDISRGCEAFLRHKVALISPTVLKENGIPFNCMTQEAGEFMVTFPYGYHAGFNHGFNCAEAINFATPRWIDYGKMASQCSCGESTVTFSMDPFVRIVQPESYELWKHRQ
ALDH1A1 block = blocks purified human ALDH1A1 activity | P00352 | Purified ALDH1A1, NADH fluorescence, propionaldehyde substrate | Potency, µM (titrated, usually from 75.3 µM), for the others: at the highest dose activity, negative = inhibition, usual class: inhibitors | actives 7.3% (n = 220,000); active = well fitted inhibition curve with a large enough effect, not every such curve was filed as active; inconclusive = small, poorly fitted or top-dose-only effect, or another doubt; inactive = no such curve, though single readings can be large or run the other way;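 note: plate controls were no enzyme wells and a reference inhibitor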
RECQ1 inh = inhibitors of human RECQ1 DNA helicase; RECQ1 DNA unwinding, red fluorescence kinetic read; Potency, µM (top dose mostly 57.3 µM), inactives show at the highest dose activity, negative = inhibition, usual class: inhibitors; actives 0.54% (n = 240,000); AID 2549;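 note: plate controls were vehicle for no effect and no enzyme for full effect; nearly all actives have a fitted effect of over 30% in size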
Target sequence (P46063 whole entry, looked up): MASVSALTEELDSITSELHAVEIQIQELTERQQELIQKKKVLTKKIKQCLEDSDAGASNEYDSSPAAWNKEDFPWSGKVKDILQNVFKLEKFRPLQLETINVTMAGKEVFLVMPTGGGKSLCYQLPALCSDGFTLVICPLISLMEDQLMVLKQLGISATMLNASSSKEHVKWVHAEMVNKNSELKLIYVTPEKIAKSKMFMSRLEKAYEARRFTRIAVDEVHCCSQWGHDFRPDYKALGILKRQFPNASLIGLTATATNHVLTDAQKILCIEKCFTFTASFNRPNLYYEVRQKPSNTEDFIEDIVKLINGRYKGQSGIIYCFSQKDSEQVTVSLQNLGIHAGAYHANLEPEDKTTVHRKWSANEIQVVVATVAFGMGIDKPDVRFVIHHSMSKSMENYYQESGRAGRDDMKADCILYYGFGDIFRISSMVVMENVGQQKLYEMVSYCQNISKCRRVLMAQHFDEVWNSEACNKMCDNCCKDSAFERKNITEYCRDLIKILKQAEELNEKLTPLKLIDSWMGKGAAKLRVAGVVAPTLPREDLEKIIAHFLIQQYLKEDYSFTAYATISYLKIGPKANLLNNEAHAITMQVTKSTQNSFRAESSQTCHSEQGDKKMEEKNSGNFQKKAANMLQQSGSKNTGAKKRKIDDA
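50 nM RECQ1T1 preincubated 15 min with compound in Tris pH 8.0 buffer with MgCl2, DTT, Tween-20 and 2.5 ug/ml poly(dI-dC); started with 200 nM TAMRA/BHQ-2 forked duplex and 2 mM ATP. Unwinding read as fluorescence (525/598 nm), two reads 2 h apart.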
Luc counter = Kinase-Glo luciferase inhibition (counter-screen). AID 1379. Potency, µM (doses to about 38.3 µM), for inactives: at the highest dose activity change, negative = inhibition, hits mostly inhibitors. Q27757. actives 0.28% (n = 200,000). Kinase-Glo luciferase, ATP luminescence, 8 min; note: % is set by controls: 0 for no effect and ±100 for the full control effect; nearly all actives have a fitted effect of over 60% in size
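Luminescence was the read-out, taken after 8-minute incubation at ambient temperature. Luciferase turned over luciferin with 10 uM ATP in imidazole pH 7.2 buffer containing KCl, MgCl2, Tween 20 and BSA.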
Numbers without * were called inactive; i = inactive; ? = inconclusive; . = no result given; [ ] = another dose, or the depositor's remark. Unless noted, calls come from the whole dose curve; as a rule, active = well fitted curve in the direction sought with a large enough effect; inconclusive = small, poorly fitted or top-dose-only effect, or another doubt; inactive = no such curve, though single readings can be large; an effect the other way counts as inactive or inconclusive. Potency is the fitted concentration of half-maximal effect. Only part of the results is shown; rates above refer to the full screens.

No.	Structure	SMN2 splice enh	KDM4E inh	ALDH1A1 block	RECQ1 inh	Luc counter
1	NCCSc1nc2ccccc2s1	-18.8%[9.22 µM]	.	-5.0%[13.5 µM]	.	-4.8%[7.66 µM]
2	FC(F)(F)c1cc(NC(=S)N2c3ccccc3-n3cccc3[C@H]2c2cccnc2)cc(C(F)(F)F)c1	-1.8%[9.22 µM]	.	?	.	-5.8%[7.66 µM]
3	NC(=O)C[C@@H](N)c1nn[nH]n1	-7.1%[9.22 µM]	.	4.1%[13.5 µM]	.	-3.1%[7.66 µM]
4	O=C(O)c1ccncc1.O=C(O)c1ccncc1.[Cl][Pt]([Cl])([Cl])[Cl]	-8.0%[9.22 µM]	.	2.24µM*	.	-7.7%[7.66 µM]
5	Cc1cc(=O)oc2c(OS(C)(=O)=O)c(OS(C)(=O)=O)ccc12	-6.7%[9.22 µM]	.	-10.4%[13.5 µM]	.	-1.3%[7.66 µM]
6	CCN(CC)CC[n+]1ccc2c(C)c3[nH]c4ccc(O)cc4c3c(C)c2c1	-41.3%[inhibitor][9.22 µM]	.	5.7%[13.5 µM]	.	-9.3%[7.66 µM]
7	O[C@@H](c1cc([C@@]23C[C@H]4CC[C@@H]2C[C@H](C4)C3)nc2c(Cl)cc(Cl)cc12)C1CCCCN1 (stereo partly drawn)	0.7%[9.22 µM]	.	2.4%[13.5 µM]	.	-8.6%[7.66 µM]
8	N#Cc1c(NC(=O)CCC(=O)O)ccc2ccccc12	-4.2%[9.22 µM]	.	1.1%[13.5 µM]	.	-4.0%[7.66 µM]
9	[O-][N+](CCO)(CCO)c1ncnc2nc[nH]c12	-5.0%[9.22 µM]	.	3.5%[13.5 µM]	.	-5.8%[7.66 µM]
10	NC1(C(=O)OCc2ccccc2)CCCC1	-5.4%[9.22 µM]	.	-13.4%[13.5 µM]	.	-3.0%[7.66 µM]
11	O=S(=O)(O)c1cc(O)c2c(O)c(N=Nc3cccc4ccccc34)c(S(=O)(=O)O)cc2c1	-10.5%[9.22 µM]	.	5.8%[13.5 µM]	.	-20.0%[7.66 µM]
12	CCCC1c2c(ccc3ccccc23)Oc2ccc3ccccc3c21	-14.4%[9.22 µM]	.	-8.1%[13.5 µM]	.	-3.6%[7.66 µM]
13	Nc1cc(S(=O)(=O)O)cc2ccc(S(=O)(=O)O)cc12	0.6%[9.22 µM]	.	?	.	-1.0%[7.66 µM]
14	O=C(O)CSc1cc(-c2ccccc2)nc2ccccc12	-6.5%[9.22 µM]	.	-3.9%[13.5 µM]	.	-5.3%[7.66 µM]
15	C[C@@H](N)/C(N)=N/O	-10.0%[9.22 µM]	.	-7.1%[13.5 µM]	.	-1.8%[7.66 µM]
16	O=C(O)/C=C\c1c2ccc(=O)c(O)c-2oc2c(O)c(O)ccc12	-7.5%[9.22 µM]	.	2.7%[13.5 µM]	.	-3.3%[7.66 µM]
17	Nc1ncnc2c1ncn2[C@H]1O[C@@H](C(=O)OCCO)[C@@H](O)[C@H]1O	-2.7%[9.22 µM]	.	11.3%[13.5 µM]	.	-1.7%[7.66 µM]
18	FC(F)(F)c1nc(SCc2ccc(Cl)cc2)n[nH]1	-14.5%[9.22 µM]	.	13.8%[13.5 µM]	.	-0.9%[7.66 µM]
19	CC1(C)O[C@H]2[C@@H](O1)[C@@H](On1nnc3ccc(Cl)cc31)O[C@@H]2[C@@H]1COC(C)(C)O1	-9.1%[9.22 µM]	.	-6.5%[13.5 µM]	.	-3.8%[7.66 µM]
20	Nc1ccc(N=Nc2c(S(=O)(=O)O)cc3ccccc3c2S(=O)(=O)O)cc1	1.0%[9.22 µM]	.	10.7%[13.5 µM]	.	-5.9%[7.66 µM]

No.	Structure	SMN2 splice enh	KDM4E inh	ALDH1A1 block	RECQ1 inh	Luc counter
21	Cc1ncc(CSC(=N)N)n1Cc1ccccc1	4.2%[9.22 µM]	.	16.6%[13.5 µM]	.	-4.9%[7.66 µM]
22	NC(=S)N/N=C\c1c[nH]c2ccccc12	-7.7%[9.22 µM]	.	-0.3%[13.5 µM]	.	-4.6%[7.66 µM]
23	O=[N+]([O-])c1ccc([C@@H](Nc2ccccc2)c2ccc3cccnc3c2O)cc1	-77.4%[inhibitor][9.22 µM]	.	?	.	-4.4%[7.66 µM]
24	COC(=O)CC[C@@H](C)C1CC[C@H]2[C@H]3CC[C@H]4C[C@@H]5CCC4(C)[C@@]3(O5)[C@@H](Br)[C@@H](Br)[C@@]12C (stereo partly drawn)	-4.7%[9.22 µM]	.	20.1%[13.5 µM]	.	-1.4%[7.66 µM]
25	CN(C)CCNc1nc2c(c(=O)n(C)c(=O)n2C)n1C	-2.9%[9.22 µM]	.	-8.6%[13.5 µM]	.	0.7%[7.66 µM]
26	COc1ccc(NCc2c(O)ccc3ccccc23)cc1	-9.6%[9.22 µM]	.	1.58µM*	.	-4.7%[7.66 µM]
27	O=C(O)CCSCc1ccccc1	-1.2%[9.22 µM]	.	1.7%[13.5 µM]	.	1.4%[7.66 µM]
28	O=S(=O)(O)c1ccc2c(N=Nc3cccc4ccccc34)c(O)c(S(=O)(=O)O)cc2c1	-28.1%[9.22 µM]	.	?	.	-17.3%[7.66 µM]
29	O=C(O)CCSC1=NCCN1	-4.7%[9.22 µM]	.	?	.	-3.7%[7.66 µM]
30	NS(=O)(=O)c1cc2c(cc1Cl)=NC(CCC(=O)O)=NS=2(=O)O	-8.0%[9.22 µM]	.	-3.9%[13.5 µM]	.	-4.0%[7.66 µM]
31	CC(C)NCC[C@@H](O)c1cc2ccccc2o1	-10.0%[9.22 µM]	.	-3.5%[13.5 µM]	.	-3.7%[7.66 µM]
32	C[N+](C)(C)[C@H](Cc1c[nH]c(=S)[nH]1)C(=O)O	-5.4%[9.22 µM]	.	5.0%[13.5 µM]	.	-0.4%[7.66 µM]
33	CN(C)Cc1cc(C(C)(C)C)cc(CN(C)C)c1O	-23.8%[9.22 µM]	.	3.8%[13.5 µM]	.	-7.8%[7.66 µM]
34	COc1ccc(-c2nc(N)c3ncn([C@H]4O[C@@H](CO)[C@@H](O)[C@@H]4O)c3n2)cc1	-0.8%[9.22 µM]	.	10.8%[13.5 µM]	.	-6.9%[7.66 µM]
35	C[C@H](NC(=O)c1ccc(Cl)c(Cl)c1)c1ccc(-c2ccccc2)cc1	0.5%[9.22 µM]	.	5.3%[13.5 µM]	.	-8.9%[7.66 µM]
36	Cc1cc2c(=O)[nH]c(N)nc2nc1C	-2.1%[9.22 µM]	.	9.1%[13.5 µM]	.	-1.3%[7.66 µM]
37	Cc1nc2ccccc2nc1-c1ccc(N=[N+]([O-])c2ccc(-c3nc4ccccc4nc3C)cc2)cc1	1.5%[9.22 µM]	.	2.0%[13.5 µM]	.	-3.2%[7.66 µM]
38	Cc1cc(Cc2c(C)c(C)c(Cc3cc(C)cc(C(C)(C)C)c3O)c(C)c2C)c(O)c(C(C)(C)C)c1	-4.0%[9.22 µM]	.	7.3%[13.5 µM]	.	-4.0%[7.66 µM]
39	CC(C)C1=C[C@@]23CC[C@@H]4[C@](C)(CCC[C@@]4(C)C(=O)O)[C@@H]2C[C@@H]1[C@@H](C(=O)O)[C@@H]3C(=O)O	-3.4%[9.22 µM]	.	12.8%[13.5 µM]	.	-0.9%[7.66 µM]
40	CSc1nc(C)cc(Nc2ccc(O)c(CN3CCOCC3)c2)n1	8.3%[9.22 µM]	.	1.6%[13.5 µM]	.	-3.3%[7.66 µM]

No.	Structure	SMN2 splice enh	KDM4E inh	ALDH1A1 block	RECQ1 inh	Luc counter
41	O=C(O)/C=C\C(=O)Nc1ncn[nH]1	3.1%[9.22 µM]	.	-7.7%[13.5 µM]	.	-2.1%[7.66 µM]
42	NC1(C(=O)NC2(C(=O)O)CCCC2)CCCC1	0.8%[9.22 µM]	.	10.9%[13.5 µM]	.	-3.7%[7.66 µM]
43	c1ccc(CN2CC[C@@H](CNc3ncnc4ccccc34)C2)cc1	-27.8%[9.22 µM]	.	8.7%[13.5 µM]	.	-0.8%[7.66 µM]
44	COc1cc2c3cc1Oc1cc(ccc1O)C[C@@H]1c4c(cc(OC)c(O)c4Oc4ccc(cc4)C[C@H]3[N+](C)(C)CC2)CC[N+]1(C)C	5.8%[9.22 µM]	.	2.3%[13.5 µM]	.	-0.1%[7.66 µM]
45	CC(C)(CN)CN	-4.7%[9.22 µM]	.	6.5%[13.5 µM]	.	-3.8%[7.66 µM]
46	O=C(O)CNCCc1ccccc1	-1.2%[9.22 µM]	.	12.6%[13.5 µM]	.	-0.9%[7.66 µM]
47	OC[C@@H](O)[C@@H](O)[C@@H](O)[C@@H](O)c1nc2ccc(Cl)cc2[nH]1	-7.9%[9.22 µM]	.	6.8%[13.5 µM]	.	-3.2%[7.66 µM]
48	CN(C)c1ccc(C2N([C@H](C#N)c3ccc(N(C)C)cc3)CCCN2[C@@H](C#N)c2ccc(N(C)C)cc2)cc1 (stereo partly drawn)	-8.2%[9.22 µM]	.	1µM*	.	-0.2%[7.66 µM]
49	CCOc1ccc2nc(N3C(=O)CNC3=S)sc2c1	.	11.8%	.	1.0%	.
50	Cc1nn(CCS(=O)(=O)c2ccc(Cl)cc2)c(C)c1Br	.	8.0%	.	i	.
51	NC(=O)c1ccccc1OC1CCC1	.	3.3%	.	-8.9%	.
52	CC(=O)NCCc1nc2ccccc2n1CCOc1ccc(C)cc1	.	0.8%	.	-6.9%	.
53	Cc1cc(/C=C(\C#N)C(=O)O)c(C)n1-c1ccc(Br)cc1	.	-6.3%	.	-3.3%	.
54	CC(C)NC(=O)CSc1nnc(CNC(=O)OC(C)(C)C)n1C	.	-1.5%	.	-6.4%	.
55	COC(=O)C(C)Nc1cccc(Br)c1 (stereo not drawn)	.	0.6%	.	-4.1%	.
56	Cc1ccc(C)c(N(C)C(=O)c2cc3c(=O)[nH]c4ccc(C)cc4c3s2)c1	.	?	.	-3.3%	.
57	CC1CC(C)CN(C(=O)C2CCCN(S(=O)(=O)c3cnc[nH]3)C2)C1 (stereo not drawn)	.	-9.5%	.	i	.
58	O=c1nc(SCc2ccccc2Cl)nc(-c2ccc(Cl)cc2)[nH]1	.	3.7%	.	-0.1%	.
59	COc1ccc(CN(Cc2cccn2C)S(=O)(=O)c2cccc(C(F)(F)F)c2)cc1	.	3.5%	.	-1.4%	.
60	CC(C)c1cc(C(=O)O)c2ccccc2n1	.	7.7%	.	-3.7%	.

Single records (already shown). Order of values: SMN2 splice enh	KDM4E inh	ALDH1A1 block	RECQ1 inh	Luc counter
[O-][N+](CCO)(CCO)c1ncnc2nc[nH]c12 is listed with -5.0%[9.22 µM]	.	3.5%[13.5 µM]	.	-5.8%[7.66 µM]
NC1(C(=O)NC2(C(=O)O)CCCC2)CCCC1 is listed with 0.8%[9.22 µM]	.	10.9%[13.5 µM]	.	-3.7%[7.66 µM]
CC(C)NCC[C@@H](O)c1cc2ccccc2o1 is listed with -10.0%[9.22 µM]	.	-3.5%[13.5 µM]	.	-3.7%[7.66 µM]

Carrying on.
No.	Structure	SMN2 splice enh	KDM4E inh	ALDH1A1 block	RECQ1 inh	Luc counter
61	COc1cc(NC(=O)COc2ccc(Cl)cc2)ccc1NC(=O)C(C)C	.	-0.6%	.	-13.6%	.
62	COc1ccc(Br)c(C(=O)N2CCN(S(=O)(=O)c3cccs3)CC2)c1	.	-1.7%	.	-1.3%	.
63	NS(=O)(=O)c1ccc(NNC(=O)c2cccs2)cc1	.	10.5%	.	-0.2%	.
64	CCC1(C)Cc2nc(Cl)c(C#N)cc2CO1 (stereo not drawn)	.	1.8%	.	17.2%	.
65	CN1CCN(NC(=O)c2cccc(C(F)(F)F)c2)CC1	.	-6.9%	.	i	.
66	[O-]c1c[n+](-c2ccccc2)no1	.	-2.6%	.	-5.2%	.
